N370S GC – N370S glucocerebrosidase modulation, Gaucher chaperone candidate; N370S GC spleen homogenate, 4MU-glucoside fluorescence; Potency, µM (series often up to 59.4 µM), for the others: top-dose activity change, negative = inhibition, hits mostly inhibitors; P04062; actives 0.092% (n = 330,000);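 note: 0% = full enzyme activity and -100% = no enzyme basal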
GCN5L2 inh – blocks human GCN5L2 histone acetyltransferase | Potency, µM (doses to about 58.9 µM), for inactives: at the top dose activity change, negative = inhibition, most hits filed as inhibitors | actives 0.21% (n = 390,000) | GCN5L2 HAT assay, ThioGlo1 CoA-SH fluorescence
Target sequence (Q92830 whole entry, looked up): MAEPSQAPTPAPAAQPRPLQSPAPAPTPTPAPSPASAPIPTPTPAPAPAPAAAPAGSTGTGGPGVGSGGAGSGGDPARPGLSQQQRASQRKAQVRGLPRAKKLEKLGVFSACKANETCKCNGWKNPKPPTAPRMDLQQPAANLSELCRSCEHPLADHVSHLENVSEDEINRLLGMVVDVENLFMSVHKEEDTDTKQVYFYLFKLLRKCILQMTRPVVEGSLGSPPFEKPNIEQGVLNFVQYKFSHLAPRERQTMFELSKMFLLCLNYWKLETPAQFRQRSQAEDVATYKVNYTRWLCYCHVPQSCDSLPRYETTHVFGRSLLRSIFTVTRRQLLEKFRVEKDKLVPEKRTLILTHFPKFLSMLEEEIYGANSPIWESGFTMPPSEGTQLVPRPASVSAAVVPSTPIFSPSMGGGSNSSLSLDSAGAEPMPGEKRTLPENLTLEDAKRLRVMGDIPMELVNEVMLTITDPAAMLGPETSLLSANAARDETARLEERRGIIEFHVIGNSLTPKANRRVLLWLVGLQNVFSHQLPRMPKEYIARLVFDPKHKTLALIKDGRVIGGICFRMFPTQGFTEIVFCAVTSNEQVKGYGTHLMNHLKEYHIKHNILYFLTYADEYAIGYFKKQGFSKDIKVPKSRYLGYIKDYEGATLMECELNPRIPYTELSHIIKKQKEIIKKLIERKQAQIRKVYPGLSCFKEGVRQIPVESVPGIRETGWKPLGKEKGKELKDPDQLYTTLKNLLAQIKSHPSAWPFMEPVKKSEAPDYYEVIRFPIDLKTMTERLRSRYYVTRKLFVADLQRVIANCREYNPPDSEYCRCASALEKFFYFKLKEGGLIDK
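Preincubate 20nM GCN5L2 with compound 15 min, RT → add 50uM ThioGlo1 + 75uM H3(1-25) + 70uM acetyl-CoA → read fluorescence 0 and 20 min. Primary qHTS; fluorescent artifacts likely.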
FEN1 inhibitor – inhibitors of human flap endonuclease 1; P39748; Recombinant FEN1 flap cleavage, fluorescence, 15 min; actives 0.35% (n = 390,000); Potency, µM (highest dose often 114 µM), without a hit: at the top dose activity change, negative = inhibition, usual class: inhibitors; note: nearly all actives have a fitted effect of over 65% in size
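Recombinant FEN1 (10 nM) was preincubated with pin-transferred compounds for 15 min at room temperature, then flap DNA substrate (50 nM final) was added. Plates were read at 0 and 15 min, and normalized concentration–response data were fitted to a four-parameter Hill equation.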
The depositor's hits bear a star; ? = inconclusive; . = not tested or not shown; & = joins results of further samples; [ ] = remark or other dose. Calls come from the whole dose curve; as a rule, active = well fitted curve in the direction sought with a large enough effect; inconclusive = small, poorly fitted or top-dose-only effect, or another doubt; inactive = no such curve, though single readings can be large; an effect the other way counts as inactive or inconclusive. Unless noted, % is set by controls: 0 for no effect and ±100 for the full control effect; potency is the fitted concentration of half-maximal effect.

structure | N370S GC | GCN5L2 inh | FEN1 inhibitor
CC(C)c1ccc(-c2nc(N3CCCCC3)[nH]c(=O)c2C#N)cc1 | 12% | -3% | -15%
COc1cc(C(=O)OCc2cc(=O)c(O)co2)ccc1OC(F)F | 1% | -5% | 5%
COc1ccc(C(=O)NCC(c2cccnc2)N2CCN(c3ccccc3)CC2)cc1 (stereo unspecified) | . | -6% | -10%
CCOc1ccc(N(Cc2ccccc2)C(=O)c2nc(SCC)ncc2Cl)cc1 | . | -3% | -15%
CC(=O)c1ccc(S(=O)(=O)N2Cc3ccccc3CC2C(=O)O)cc1 (stereo unspecified) | 8% | -10% | 9%
O=S(=O)(NCc1ccccc1)c1ccc2ccccc2c1 | -19% | -2% | -23%
O=C(CC1C(=O)NCCN1Cc1ccccc1C(F)(F)F)NCCN1CCCCC1=O (stereo unspecified) | -11% | -1% | 23%
N#CCCN(C(=O)COC(=O)c1cc(=O)[nH]c2ccccc12)c1ccccc1 | . | -5% | -1%
CCOC(=O)Cc1csc(NC(=O)CSc2nc(=O)[nH]c3c2CCC3)n1 | 0% | -7% | 7%
CC(OC(=O)c1cc2sccc2n1C)C(=O)NCc1ccc2c(c1)OCO2 (stereo unspecified) | 12% | -8% | 3%
COc1cccc(N2CCN(S(=O)(=O)c3ccc(-c4cnc(C5CC5)o4)cc3)CC2)c1 | 0% | -1%&-3% | -15%&0%
Cc1ccc(S(=O)(=O)N2C[C@@H]3[C@H]4CC[C@H](C4)[C@@H]3[C@@H](C)[C@H]2C#N)cc1 | . | -10% | 3%
N#C/C(=C/c1ccc(N2CCCCC2)o1)C(=O)Nc1ccc2ccccc2c1 | 21% | -5% | -10%
CC1(C)CC(=O)c2sc(NC(=O)CN3C(=O)CCC3=O)nc2C1 | -8% | 1% | -11%
O=C(Nc1ccccc1)c1cc(S(=O)(=O)N2CCSCC2)ccc1Cl | -27% | 1% | 7%
COc1ccc(C(=O)C2CCN(C(=O)Nc3ccccc3C)CC2)cc1 | -1% | -12% | -4%
C#CCOCCOCCOCCNc1nc(N2CCOCC2)nc(N2CCN(C(=O)CCCCCCCCCCNC(=O)Cn3cc(CCCCCN)nn3)CC2)n1 | -14% | -8% | 3%
Cc1cc(C)c2c(CC(=O)Nc3ccc(F)cc3)coc2c1 | . | -2% | 0%
O=C1/C(=C/c2ccco2)N=C(N2CCCCC2)N1c1ccccc1 | -5% | -1% | -5%
O=C(COC(=O)c1cc(Br)c(Br)s1)NCCC1=CCCCC1 | 3% | 0% | -5%
CC(=O)NS(=O)(=O)c1ccc(NC(=O)c2cccc(S(=O)(=O)N3CCc4ccccc43)c2)cc1 | -5% | -12% | 4%
Cc1ccc(CNC(=O)CCCC(=O)O)cc1 | 1% | 4% | -6%
O=C(NNC(=O)c1cccc2ccccc12)c1ccc(-c2ccccc2)cc1 | 10% | 5% | 10%
COc1cccc(-c2nccc(NCc3cccnc3)n2)c1 | 1% | -12% | .
Cc1ccc2c(c1)S/C(=C\c1cccc[n+]1C)N2CCO | ? | -6% | -22%
Cc1ccc(OCC(=O)Nc2ccc3oc(=O)ccc3c2)cc1 | -17% | -7% | 8%
COC(=O)c1c(NC(=O)CN2CCN(c3ccccc3)CC2)c2c(C)cccc2n1C | -3% | -1% | -8%
CNc1nnc(Sc2ncccc2[N+](=O)[O-])s1 | 0% | 1% | -4%
Brc1cccc(-c2nnc(CN3CCN(c4ccccn4)CC3)o2)c1 | . | -9% | -3%
O=S(=O)(Nc1cccc(-c2ccc(N3CCCC3)nn2)c1)c1ccc(F)c(C(F)(F)F)c1 | . | -3% | -13%
S=c1[nH]nc(COc2ccccc2)n1/N=C/c1c(Cl)cccc1Cl | -11% | 1% | -1%
O=C(Nc1cccnc1)c1cccs1 | -5% | 2% | -3%
CCCCNC(=O)CCn1ccc2cc(S(=O)(=O)N3CCCC3)ccc21 | 4% | -12% | 19%
Cn1cc([N+](=O)[O-])c(C(=O)Nc2ccc(-c3nc4ccccc4[nH]3)cc2)n1 | 22% | -3% | -8%
Cc1ccc(Cl)cc1N1CCN(C(CC(C)C)c2nnnn2CC2CCCO2)CC1 (stereo unspecified) | 2% | 1% | 8%
CC(NC(=O)CN(C)S(=O)(=O)c1ccc2c(c1)c(=O)n(C)c(=O)n2C)c1ccccc1 (stereo unspecified) | 0% | 12%&-3% | 21%&-12%
Cc1cc(C(=O)Nc2ccc(N3CCOCC3)c(Cl)c2)c(C)o1 | -7% | -2% | 13%
COc1ccc(OC)c(NC(=O)COC(=O)CCC2CCCC2)c1 | . | -2% | -22%
CCN(C(=O)COC(=O)c1nn(-c2ccccc2)c(=O)c2ccccc12)C1CCS(=O)(=O)C1 (stereo unspecified) | -11% | -12% | -1%
CC1(C)CC2CC(C)(CN2C(=O)c2ccc([N+](=O)[O-])cc2)C1 (stereo unspecified) | 4% | 2% | -5%
Cc1cc(NC(=O)C(C)C)ncc1NC(=O)c1ccco1 | -2% | -4% | .
Cc1ccc(S(=O)(=O)Cn2nnnc2CN(Cc2ccco2)Cc2cccs2)cc1 | 22% | -7% | 10%
Cc1cccc(C)c1OCC(=O)Nc1cccc(NC(=O)c2ccco2)c1 | 6% | -9% | 0%
CNC(=O)CS(=O)CC(=O)Nc1cc(OC(C)C)c(Cl)cc1Cl (stereo unspecified) | 9% | 3% | -1%
CSc1nsc(SCC(=O)Nc2ccccc2)n1 | -8% | -5% | -3%
O=C(O)c1ccc(NC(=S)NC(=O)c2cncc(Br)c2)cc1 | 1% | 0% | 2%
O=C(CNC(=O)c1ccc(Cl)cc1)OC1CCOC1=O (stereo unspecified) | -5% | 3% | -10%
O=C(CCc1nc2cccnc2n1Cc1ccccc1)N1CCOCC1 | 6% | -3% | -11%

Overlap with the part before: 4 compounds; new compounds follow.
structure | N370S GC | GCN5L2 inh | FEN1 inhibitor
CSc1nsc(SCC(=O)Nc2ccccc2)n1 | -8% | -5% | -3%
O=C(O)c1ccc(NC(=S)NC(=O)c2cncc(Br)c2)cc1 | 1% | 0% | 2%
O=C(CNC(=O)c1ccc(Cl)cc1)OC1CCOC1=O (stereo unspecified) | -5% | 3% | -10%
O=C(CCc1nc2cccnc2n1Cc1ccccc1)N1CCOCC1 | 6% | -3% | -11%
COc1cccc(-n2c(-c3ccc4[nH]c(C)c(C)c4c3)n[nH]c2=S)c1 | 0% | -4% | -12%
CC(=O)c1sc(N)nc1C | -3% | -9% | -1%
CCc1ccccc1NC(=O)C(CC)Sc1ncnc2c1sc1ccccc12 (stereo unspecified) | . | 2% | 5%
CCN(CC)CCCNc1nc(N)c([N+](=O)[O-])c(NCCO)n1 | 1% | -4% | -1%
CC1CCCCN1C(=O)Cn1ncc2c3ccccc3n(Cc3ccccc3F)c2c1=O (stereo unspecified) | . | -2% | -22%
Cc1ccc(CNC(=O)CCc2c(C)nc3c(c(C)nn3-c3ccc(C)cc3)c2C)cc1 | 14% | -1% | -7%
CCCN(CCC)c1nc2ccccc2nc1C(C#N)C(=O)OC(C)COC (stereo unspecified) | -9% | 0% | -10%
Oc1ccccc1/C=N/Nc1nc2ccccc2o1 | 4% | -11% | 5%
CCc1ccccc1NC(=O)CCN1C(=O)c2ccccc2C1=O | 0% | -6%[0.501 µM] | -1%
CN(C)C(=O)CSc1nnc(C23CC4CC(CC(C4)C2)C3)o1 | -10% | -2% | -11%
Cc1cc(NC(=O)CSc2cn(CCNC(=O)c3ccccc3)c3ccccc23)no1 | -3% | -1% | 32µM*
O=C(N/N=C/c1cc([N+](=O)[O-])cc(Br)c1O)C12CC3CCC(CC(C3)C1)C2 | 1% | -6% | -4%
O=C(N1CCOCC1)C12CC3CC(C1)CC(n1cnc(Cl)n1)(C3)C2 | 22% | -4% | 1%
COc1ccc(Br)cc1-c1nc2c(c(=O)[nH]c(=O)n2Cc2ccccc2)n1C | 4% | -3% | -12%
O=c1[nH]cnc(O)c1N=Nc1ccccc1 | -10% | -8% | -1%
Cc1ccc(OCC(=O)OCc2cc(=O)n3c(C)csc3n2)cc1 | . | 7% | -8%

Another view of some results above:
CCc1ccccc1NC(=O)CCN1C(=O)c2ccccc2C1=O
  N370S GC = 0% | GCN5L2 inh = -6%[0.501 µM] | FEN1 inhibitor = -1%

CN(C)C(=O)CSc1nnc(C23CC4CC(CC(C4)C2)C3)o1
  N370S GC = -10% | GCN5L2 inh = -2% | FEN1 inhibitor = -11%

Next part.
structure | N370S GC | GCN5L2 inh | FEN1 inhibitor
CCN(C[C@H]1N[C@@](Cc2ccccc2)(C(=O)OC)[C@H]2C(=O)N(Cc3ccccc3)C(=O)[C@@H]12)C(=O)c1ccc(C)cc1 | . | -8% | -1%
CN(Cc1ccc2c(c1)OCCO2)C(=O)CN1C(=O)NC2(CCCCC2)C1=O | 1% | ? | -6%
Cc1nn(-c2ccccc2)c(Cl)c1/C=N/NC(=O)C1COc2ccccc2O1 (stereo unspecified) | -3% | -5% | .
COc1ccc(C(C)=O)cc1CSCc1cc(C(C)=O)ccc1OC | 12% | 6% | -9%
CCN1C(=O)c2ccccc2S(=O)(=O)c2ccc(C(=O)NCCCN(CC(C)C)CC(C)C)cc21 | -17% | 6% | -10%
O=C(COC(=O)CCN1C(=O)/C(=C\C=C\c2ccccc2)SC1=S)Nc1cc(F)ccc1F | 4% | -10% | -3%
Cc1ccc(S(=O)(=O)N2CCN(C(=O)COc3ccc(C)nc3[N+](=O)[O-])CC2)c(C)c1 | -7% | 0% | -14%
Cc1cccc(-n2c3nc(=O)[nH]c(=O)c-3cc3cc([N+](=O)[O-])ccc32)c1 | -7% | 2% | ?
Cc1ccc(-c2nc(NCc3ccc(F)cc3)n(S(C)(=O)=O)n2)cc1 | 6% | 4% | 3%
O=C1CCC(C(=O)OCC(=O)c2c[nH]c3ccccc23)=NN1 | -4% | -3% | 11%
CN(C)S(=O)(=O)c1ccc(S(=O)(=O)NCc2ccc3c(c2)OCO3)cc1 | -6% | -7% | 1%
COc1ccc(Nc2nc(-c3cccnc3)cs2)c(OC)c1 | 2% | -5% | 5%
COc1ccc(-n2c(SCC(N)=O)nc3nc4c(cc3c2=O)COC(C)(C)C4)cc1 | -10% | -2% | 1%
COc1ccc(NC(=O)CN2CCN(C3c4ccccc4-c4ccccc43)CC2)c(OC)c1 | 17% | -3% | -12%
COc1ccc(C(=O)Nc2nnc(S(=O)(=O)N(C)Cc3ccc(F)cc3)s2)cc1OC | 0% | -2% | -8%
COC(=O)c1ccc(COc2ccc(C#N)cc2)o1 | -16% | 2% | 8%
COc1ccccc1C(=O)NCC(=O)OC(C)C(=O)N1CCOCC1 (stereo unspecified) | 1% | 0% | 7%
Cc1cc(S(=O)(=O)N(Cc2ccc(C(C)C)cc2)CC2CCCO2)ccc1-n1cnnn1 (stereo unspecified) | -14% | -1% | -11%
COc1ccc(C(C)=O)cc1CSc1nc(Nc2ccc(F)c(F)c2)c2ccccc2n1 | . | -6% | -14%
COC(=O)C1CCCCN1C(=O)c1ccc(OC2CCN(C(C)=O)CC2)c(OC)c1 (stereo unspecified) | -3% | 0% | 1%
Cc1ccc(O)c(NC(=O)c2cccc(NC(=O)c3ccco3)c2)c1 | -19% | -15% | -15%
COC(=O)N1CCC[C@@]2(CCN(C(=O)Nc3ccccc3)C2)C1 | 4% | -10% | .
NC(=O)c1c(NC(=O)C(=O)NCCCN2CCOCC2)sc2c1CCCC2 | -1% | -20% | 12%
Cc1nc2ccc(S(=O)(=O)NCC(=O)NCCN3CCCCCC3)cc2s1 | -5% | -2% | -2%
COCCCn1c(C)cc(C(=O)CN2c3cccc4cccc(c34)S2(=O)=O)c1C | . | -27% | 6%
Cc1cc(OC(C)C(=O)NCCCN2CCCC2=O)c2c(C)c(C)c(=O)oc2c1 (stereo unspecified) | -4% | -17% | 17%
CC(C)c1nnc2c(N(C)S(=O)(=O)c3ccccc3)nc3ccccc3n12 | 12% | -17% | 18%
CCc1ccc(NC(=O)C(=O)NCCc2csc(-c3cccc(F)c3)n2)cc1 | . | 3% | 3%
CN1CCN(S(=O)(=O)c2ccc(Cl)s2)CC1 | 0% | 0% | 10%
CC(=O)Nc1ccc(S(=O)(=O)CCC#N)cc1 | 27% | -4% | 0%
CCN(CC(=O)Nc1c(F)cccc1F)C(=O)c1cc(S(=O)(=O)N(CC)CC)ccc1N1CCCCC1 | -1% | -5% | -3%
CCn1c(SCC(=O)OC)nc2cc(S(=O)(=O)N3CCOCC3)ccc21 | -5% | -3% | 6%
O=C(NCCCN1CCOCC1)c1cc(-c2cccs2)on1 | -24% | -2% | 6%
CCOc1cc2[nH]c(=S)n(CCC(=O)N3CCc4ccccc4C3)c(=O)c2cc1OCC | 21% | -5% | 3%
CCN1CCN(Cc2nc3cc(NC(=O)c4ccccc4[N+](=O)[O-])ccc3n2CC)CC1 | . | -6% | -4%
Cc1cccc(-c2nc(C#N)c(N3CCCCC3)o2)c1 | 2% | 5% | -5%

An excerpt (hit frequency here may not be typical).
